# AT treatment – qHTS Assay for Identifying a Potential Treatment of Ataxia-Telangiectasia. 0.19% of 320,000 active. […] A-T fibroblasts, KAP-1 phosphorylation AlphaLISA; neocarzinostatin DNA damage 30 min before lysis. Potency, µM (top dose mostly 57.5 µM), without a hit: at the highest dose activation, actives largely listed as activators; further: potency means the concentration at half of the fitted maximal effect; % of control where 0% means no effect; nearly all actives have a fitted effect of over 45% in size
#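 ATM-like activity read as KAP-1 phosphorylation via AlphaLISA donor/acceptor antibody pairs after lysis and 6 hr at 25C. Cells were ATM-null patient fibroblasts ([…], hTERT), dosed 60 min, then exposed to the DSB inducer NCS for 30 min.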
# Giardia kill – Small Molecules that selectively kill Giardia lamblia: qHTS | activity change, % at 7.66 µM, hits read low | Giardia lamblia trophozoite viability | 0.15% of 340,000 active | AID 540267, 2011; in the data active means activity change below about -80%; inconclusive means between about -30% and that limit;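 further: parasites exposed to compound for two days anaerobically before the ATP read; on the % scale 0 is the no-effect control and ±100 the full control effect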
#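 Luminescent ATP signal served as the viability read-out, measured 15-30 min after adding ATP detection reagent to trophozoites that had been incubated with compounds for 48 hrs at 37 deg C anaerobically at 100 cells/well.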
# BCR signal inh – qHTS Assay to Find Inhibitors of Chronic Active B-Cell Receptor Signaling. Potency, µM (doses to about 46.1 µM), inactives show at the highest dose ratio change, negative = lower green/red ratio, usual class: inhibitors. 0.05% of 340,000 active. ABC-DLBCL IkBa-CBG/CBR reporter, luminescence ratio, 4 h; active means well fitted inhibition curve with a large enough effect in the signal ratio, with a control signal flat, not every such curve was filed as active; inconclusive means small, poorly fitted or top-dose-only effect, or effect the other way, or a change in a side signal; the % refers to the signal ratio;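 further: potency means the concentration at half of the fitted maximal effect; plate controls were basal doxycycline-induced cells for no effect and cells given 10 µM MG132 for full effect; MG132 reads +100%, hits lower the ratio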
#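 Doxycycline induced both beetle luciferases in TMD8 lymphoma cells; IKK-driven degradation limits the IkappaBalpha-fused green signal, while red luminescence normalises for cell number and nonspecific effects. Compounds tested up to 46 uM, 4 hrs.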
# MLL CXXC-DNA inh – qHTS Fluorescence Polarization Assay for Inhibitors of MLL CXXC domain - DNA interaction. 0.037% of 290,000 active. MLL-CXXC / FITC-HOXA9 DNA fluorescence polarization. Potency, µM (highest dose often 115 µM), inactives show at the top dose activity change, negative = inhibition, hits mostly inhibitors. AID 2662, 2010; active means well fitted inhibition curve with a large enough effect in the polarisation, with a control signal flat, not every such curve was filed as active; inconclusive means small, poorly fitted or top-dose-only effect, or effect the other way, or a change in a side signal; inactive means no such curve, though single readings can be large or run the other way; the % refers to the polarisation; further: potency means the concentration at half of the fitted maximal effect
#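 Fluorescence polarization: 7 uM MLL-CXXC (stock) preincubated 5 min with compounds, then 50 nM fluorescein-HOX-A9 DNA (stock) added; 30 min ambient. Buffer 50 mM Tris-HCl pH 7.5, 50 mM NaCl, 1 mM DTT, 0.05% BSA.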
# TCR act – Activators of T cell receptors: qHTS campaign; Potency, µM (doses to about 9.22 µM), inactives show at the top dose activation of IL-2 secretion, actives largely listed as activators; 330,000 tested, under 10 active; AID 504894, 2011; primary human leukocytes, anti-CD3, IL-2 HTRF, 48 h; further: % of control where 0% means no effect
#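 Primary human leukocytes incubated 48 hr with anti-CD3 beads plus compound, without co-stimulation. Secreted IL-2 measured by HTRF (europium cryptate/d2 anti-IL-2 pair, 320 nm excitation, 665 nm emission).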
# TSHR antagonist – Antagonists of the Thyroid Stimulating Hormone Receptor: HTS campaign | activity change, negative = inhibition, % at 11.5 µM | TSHR-expressing cells, TSH-stimulated cAMP HTRF, 2 h; stronger effect = lower value | Thyrotropin receptor (Homo sapiens), P16473 | 0.2% of 330,000 active;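 active means activity change below a set negative limit, meaning inhibition stronger than a set level, cut at about -70% in these data; inconclusive means activity change between two set negative limits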; further: on the % scale 0 is the no-effect control and ±100 the full control effect
#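 Competitive HTRF cAMP read-out (cryptate anti-cAMP antibody, cAMP-d2; 30 min, room temperature) in freshly harvested TSHR cells. Compounds added before TSH at EC80 (4nM final), followed by 2 hours' incubation at 37 deg C.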
# GALK inhibitor – qHTS Assay for Inhibitors of Human Galactokinase (GALK); Purified GALK, Kinase-Glo residual ATP luminescence; Potency, µM (doses to about 57.5 µM), inactives show top-dose activity change, negative = inhibition, most hits filed as inhibitors; 0.007% of 270,000 active; AID 1868, 2009; further: potency means the concentration at half of the fitted maximal effect; on the % scale 0 is the no-effect control and ±100 the full control effect
# Target sequence (P51570 whole entry, looked up): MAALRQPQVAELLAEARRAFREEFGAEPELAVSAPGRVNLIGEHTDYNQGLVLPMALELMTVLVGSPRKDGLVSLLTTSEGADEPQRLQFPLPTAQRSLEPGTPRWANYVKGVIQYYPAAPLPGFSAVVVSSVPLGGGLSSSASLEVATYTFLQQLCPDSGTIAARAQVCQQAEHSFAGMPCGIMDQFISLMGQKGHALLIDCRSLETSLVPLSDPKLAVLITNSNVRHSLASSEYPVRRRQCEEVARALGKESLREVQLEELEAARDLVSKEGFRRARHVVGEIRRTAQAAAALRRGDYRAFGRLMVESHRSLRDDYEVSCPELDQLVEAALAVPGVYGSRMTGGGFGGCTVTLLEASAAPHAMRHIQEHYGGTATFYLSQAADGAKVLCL
#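 The enzyme phosphorylates galactose (100 uM) using ATP (35 uM); inhibition is detected as higher residual ATP, quantified by bioluminescence after 1 h reaction at room temperature, pH 8.0.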
# KCNH2 WT inh – qHTS for Inhibitors of KCHN2 3.1: Wildtype qHTS | AID 720551, 2013 | activity change, % at 1.84 µM | 0.37% of 340,000 active | Voltage-gated inwardly rectifying potassium channel KCNH2 (Homo sapiens), Q12809 | U2OS, BacMam KCNH2, thallium flux FluxOr; stronger effect = lower value;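 active means maximum activity change below -70%; inconclusive means maximum activity change between -70% and -50%; inactive means maximum activity change above -50%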; further: on the % scale 0 is the no-effect control and ±100 the full control effect
#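 U2OS cells transduced with wild-type KCNH2 virus are loaded with FluxOr dye for 45 min, and thallium flux is measured in kinetic reads before and after stimulation buffer. Rate constants are normalized to DMSO controls.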
# Tb PFK inh – qHTS Assay to Find Inhibitors of T. brucei phosphofructokinase. ATP-dependent 6-phosphofructokinase (Trypanosoma brucei brucei), O15648. T. brucei PFK, ADP-Glo luminescence. Potency, µM (doses to about 57.5 µM), without a hit: at the top dose activity, negative = inhibition, most hits filed as inhibitors. 0.17% of 330,000 active. AID 485367, 2010;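 further: potency means the concentration at half of the fitted maximal effect; 0% = uninhibited 1x PFK enzyme wells and -100% = no-enzyme wells; nearly all actives have a fitted effect of over 60% in size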
# Target sequence (O15648 whole entry, looked up): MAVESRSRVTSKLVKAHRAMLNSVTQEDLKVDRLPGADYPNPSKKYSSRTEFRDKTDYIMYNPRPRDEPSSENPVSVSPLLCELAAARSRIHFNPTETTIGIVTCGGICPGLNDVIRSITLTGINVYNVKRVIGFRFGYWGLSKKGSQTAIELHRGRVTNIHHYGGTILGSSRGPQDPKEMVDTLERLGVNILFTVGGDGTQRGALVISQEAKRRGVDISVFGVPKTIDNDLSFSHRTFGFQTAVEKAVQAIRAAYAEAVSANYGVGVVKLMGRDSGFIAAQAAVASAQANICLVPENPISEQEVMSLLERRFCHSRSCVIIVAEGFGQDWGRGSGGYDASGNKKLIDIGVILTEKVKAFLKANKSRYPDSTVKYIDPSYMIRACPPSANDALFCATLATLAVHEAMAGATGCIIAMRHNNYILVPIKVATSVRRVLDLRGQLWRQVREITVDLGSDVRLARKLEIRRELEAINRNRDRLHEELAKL
#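 Luminescent ADP detection (ADP-Glo, two-step: ATP depletion then ADP-to-ATP conversion for luciferase) reported PFK activity after 45 min room-temperature reaction of 1.25 nM enzyme with 0.5 mM F6P and 0.1 mM ATP at pH 8.0.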
# FBPA coupling cs – qHTS Assay for Inhibitors of Fructose-1,6-bisphosphate Aldolase from Giardia Lamblia: Coupling assay counterscreen; 0.67% of 290,000 active; coupling enzyme system counterscreen, AmpLite Red fluorescence; activity change, negative = inhibition, % at 58.2 µM, hits read low; AID 2472, 2010; in the data active means activity change below about -30%; further: on the % scale 0 is the no-effect control and ±100 the full control effect
#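 Coupling enzymes only (glyceraldehyde-3-phosphate) + compound, at 57.5 uM final, 10 min RT; add substrate/coupling/AmpLite Red mix, 20 min RT; fluorescence ex 525/em 598 nm. Actives flag coupling-system interference.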
# Starred values were filed as active, the others as inactive; ? = inconclusive; · = not tested or not shown; [ ] = remark or other dose. Unless noted, the call rests on the fitted dose curve; in most records, active means well fitted curve in the direction sought with a large enough effect; inconclusive means small, poorly fitted or top-dose-only effect, or another doubt; inactive means no such curve, though single readings can be large; an effect the other way counts as inactive or inconclusive.
SMILES,AT treatment,Giardia kill,BCR signal inh,MLL CXXC-DNA inh,TCR act,TSHR antagonist,GALK inhibitor,KCNH2 WT inh,Tb PFK inh,FBPA coupling cs
COCCCNC(=O)c1ccc2c(=O)n(Cc3ccccc3OC)c(=S)[nH]c2c1,0.1%,-19.8,-1.8%,7.5%,-147.3%,-5.2,·,4.9,-17.7%,2.2
Cc1ncc(CO)c(CNc2ccc(-c3nc4ccccc4[nH]3)cc2)c1O,-0.5%,-13.1,-2.0%,?,-1.5%,8.3,-0.9%,-10.1,-3.6%,-2.9
CC(C)(C)n1nnnc1CN1CCC(NC(=O)NC2CCCCC2)CC1,-13.0%,4.3,-5.4%,-5.4%,-101.9%,3.8,-0.2%,-2.5,-0.3%,6.1
O=C(COc1ccc(F)cc1)NN1C(=O)CSC1=S,1.8%,1.9,0.8%,9.5%,-4.3%,2.4,12.3%,-3.3,-26.7%,1.0
CC(C)(C)c1ccc(C(=O)N2CCC(=O)N(C(CO)Cc3ccccc3)CC2)cc1 (stereo not given),·,-2.7,-1.6%,-8.6%,6.0%,23.3,·,0.3,-2.0%,1.5
CCc1ccc(OCC(=O)O/N=C(\N)Cc2ccc([N+](=O)[O-])cc2)cc1,9.7%,-21.4,4.2%,-2.9%,2.8%[46.1 µM],-32.1,0.1%,3.3,-9.3%,2.1
C=CCNC(=O)CN(c1ccccc1OCC)S(=O)(=O)c1ccc(C)cc1,1.4%,-2.9,25.8%,12.5%,·,-3.1,-0.1%,-2.4,-6.8%,-0.4
Cc1ccc(Nc2nc(-c3ccc(S(=O)(=O)N4CCCC4)cc3)cs2)cc1C,13.0%,3.4,?,-1.6%,3.8%,-15.6,-0.3%,20.2,9.7%,0.5
Cc1ccc(C(=O)OCC(=O)Nc2sc3c(c2C#N)CCCC3)cc1NC(=O)c1ccco1,3.8%,16.4,?,-13.2%,-3.6%,-6.1,-1.7%,-14.1,-7.1%,10.8
O=c1oc2ccccc2c(NCc2ccccc2F)c1[N+](=O)[O-],-7.8%,17.4,-19.1%,-7.0%,-2.2%[46.1 µM],-14.4,0.1%,-5.5,0.0%,2.4
Cc1cccc(OC(C)C(=O)Nc2nc(-c3ccncc3)cs2)c1 (stereo not given),4.6%,15.6,-0.5%,·,6.8%,-0.7,·,-0.4,-6.9%,·
COCc1[nH]nc2c1C1(CCSCC1)C(C#N)=C(N)O2,2.7%,-14.3,3.3%,0.3%,2.0%,-4.8,1.7%,-14.6,-0.7%,1.8
O=C(Nc1nnc(C2CCCCC2)s1)c1ccco1,-1.0%,7.3,0.1%,-8.9%,-3.8%,10.4,1.5%,-10.6,-6.1%,-1.4
COc1ccccc1C(=O)NNC(=O)CCN1C(=O)/C(=C\c2ccccc2)SC1=S,3.0%,-14.2,5.3%,16.9%,8.4%,0.5,4.2%,-7.8,-2.7%,1.4
CCOc1cc(CNn2cnnc2)cc(Br)c1OCC(=O)NC(C)(C)C,7.4%,-15.1,-0.1%,-6.7%,-2.6%,8.4,-1.6%,-7.9,-2.3%,4.1
CN(CC(=O)Nc1ccc(F)cc1)C(=O)Cc1ccsc1,-3.3%,-17.5,0.6%,·,5.2%,2.5,·,8.1,19.0%,·
O=C(Nc1nnc(S(=O)(=O)N2CCOCC2)s1)c1ccc(Cl)cc1,0.2%,-9.4,18.5%,·,-6.2%,13.7,·,-0.5,0.5%,-26.8
Cc1cc(C(=O)NN=C2CCCCCC2)c(C)o1,-9.9%,-9.6,?,4.7%,-1.7%,4.4,-2.1%,-17.4,0.5%,-0.4
CCn1c(SCC(=O)Nc2ccccc2Cl)nnc1C1CC1,-2.0%,-11.2,-18.5%,21.7%,0.0%,-3.4,4.2%,1.5,1.1%,-0.5
CCOC(=O)c1sc2nc(C)[nH]c(=O)c2c1C,4.5%,-3.3,?,-3.5%,6.3%,-3.7,0.6%,-6.7,2.2%,-0.3
Cc1cccc(C(=O)OC(C)C(=O)N2CCN(Cc3ccccc3)CC2)c1 (stereo not given),0.9%,14.0,-3.1%,·,-6.7%,-17.3,·,4.1,-1.8%,·
Cc1cc(C)c(OCCCCCn2ccnc2)c(C)c1,-7.8%,30.1[activator],?,13.0%,2.4%,-2.9,3.3%,3.3,-3.1%,-0.9
CSCCC(NC(C)=O)C(=O)Oc1ccc2c3c(c(=O)oc2c1)CCCC3 (stereo not given),1.0%,-7.4,-0.6%,0.7%,-1.0%,-4.0,-0.5%,8.7,0.3%,-0.2
COc1ccc(C(=O)c2sc(Nc3ccccc3)nc2C)cc1,-2.2%,6.7,-16.6%,-0.6%,-8.5%,-9.1,-3.8%,-4.4,-1.6%,-3.6
COCc1ccc(-c2c(-c3ccsc3)oc(=O)c3cc(OC)c(OC)cc23)cc1,-1.4%,-28.1,-1.5%,·,1.1%,-6.4,·,-2.6,0.5%,·

# (further entries)
SMILES,AT treatment,Giardia kill,BCR signal inh,MLL CXXC-DNA inh,TCR act,TSHR antagonist,GALK inhibitor,KCNH2 WT inh,Tb PFK inh,FBPA coupling cs
COc1ccc(NC(=S)NCCN2CCC(C)CC2)cc1Cl,-0.5%,12.9,?,15.9%,-0.1%,-23.1,-0.6%,18.7,?,-47.1*
Cc1ccc([C@@H]2CC=C(C(=O)O)[C@H](c3cccc(Cl)c3)N2S(=O)(=O)c2ccc(C)cc2)cc1,-10.3%,?,?,·,10.7%,?,·,4.4,-18.9%,·
Cc1ccc(Sc2ncccc2NC(=O)c2ccccc2Cl)cc1,8.4%,5.1,-15.6%,-6.6%,-0.9%,?,7.3%,0.2,0.8%,3.5
CC[C@@]1(C(=O)OC)N[C@H](CN(C)S(=O)(=O)c2ccc(C(F)(F)F)cc2)[C@@H]2C(=O)N(C)C(=O)[C@@H]21,10.6%,-25.8,0.1%,·,6.1%,-14.7,·,5.6,3.4%,·
Cn1cncc1COC(=O)c1ccc(Cl)cc1,36.7%,-1.8,3.9%,-9.7%,-2.6%,-0.9,0.0%,-1.6,-4.0%,-1.7
CCN(C(=O)CSc1nnc(-c2cccs2)n1N)c1c(N)n(Cc2ccccc2)c(=O)[nH]c1=O,-3.8%,-0.7,0.8%,·,-0.7%,6.5,·,2.9,0.0%,·
CCOc1cccc(C2C(C(=O)c3ccc(C)o3)=C(O)C(=O)N2c2nccs2)c1 (stereo not given),2.3%,-5.1,11.7%,-28.3%,5.7%,4.1,1.4%,-6.3,-4.5%,-13.7
C=CCSc1nnc(-c2cc3c(s2)-c2ccccc2CC3)o1,?,5.2,?,2.9%,5.1%,-13.5,1.2%,-5.2,-0.2%,0.4
COc1ccc(OC)c(NC(=O)c2cccc(N3C(=O)C4C5C=CC(C6CC56)C4C3=O)c2)c1 (stereo not given),4.5%,-12.3,1.7%,-10.1%,-3.3%,-4.8,-3.8%,-167.2*,-5.7%,·
Cc1ccc(S(=O)(=O)C2(C(=O)N3CCN(c4cc(C)ccc4C)CC3)CC2)cc1,-0.3%,-0.1,-11.8%,-4.0%,-0.1%,-29.5,-1.8%,-0.6,-11.4%,-1.0
CC/C=C/C(=O)N1CC2(CC(c3cccc(NC(=O)CC)c3)=NO2)C[C@H]1C(N)=O (stereo not given in full),0.0%,27.2,0.1%,-2.0%,-1.6%,-3.9,-0.6%,9.4,1.9%,-2.2
C=CCC[C@@H](Cc1ccc(F)cc1)C(=O)OC[C@H](Cc1c[nH]c2ccccc12)NC(=O)[C@@H](CC=C)CC(=O)N(CCO)Cc1ccccc1,2.4%,7.0,?,·,-4.1%,-15.5,·,-1.1,-2.7%,·
CCCCC(C(=O)NCCC(C)C)N(CCCN1CCOCC1)C(=O)c1snc(C(N)=O)c1N (stereo not given),0.4%,8.5,0.1%,-0.2%,-0.6%,1.5,11.5%,5.5,0.5%,-1.3

# Two entries from above in another layout.
mol | AT treatment | Giardia kill | BCR signal inh | MLL CXXC-DNA inh | TCR act | TSHR antagonist | GALK inhibitor | KCNH2 WT inh | Tb PFK inh | FBPA coupling cs
Cc1cc(C)c(OCCCCCn2ccnc2)c(C)c1 | -7.8% | 30.1[activator] | ? | 13.0% | 2.4% | -2.9 | 3.3% | 3.3 | -3.1% | -0.9
CSCCC(NC(C)=O)C(=O)Oc1ccc2c3c(c(=O)oc2c1)CCCC3 (stereo not given) | 1.0% | -7.4 | -0.6% | 0.7% | -1.0% | -4.0 | -0.5% | 8.7 | 0.3% | -0.2

# Screening results as filed in PubChem.
